# Rhodamine autofl: rhodamine region autofluorescence | Rhodamine-region fluorescence, 547/598 nm, Tris buffer; hits give high values | max dye-equivalent concentration, M | actives 0.05% (n = 59,000) | AID 594; in the data active means max dye-equivalent concentration above about 11 nM; inconclusive means between about 1.1 nM and that limit
#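 Intensities are converted to rhodamine-equivalent concentration using a six-point rhodamine standard on each plate. Compounds sit 15 min at room temperature in 100 mM Tris buffer, pH 8.0; read uses the 547/598 nm excitation/emission pair.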
# ERK AVP inh: blocks ERK signaling stimulated by vasopressin. Potency, µM (titrated, usually from 57.5 µM), for inactives: at the highest dose activity, negative = inhibition, actives largely listed as inhibitors. actives 0.99% (n = 72,000). AID 995. HEK293-V1b, vasopressin-stimulated pERK AlphaScreen; further: potency means the concentration at half of the fitted maximal effect; on the % scale 0 is the no-effect control and ±100 the full control effect; nearly all actives have a fitted effect of over 55% in size
#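 Overnight-seeded V1b-HEK293 cells in 1% FBS got compound, then vasopressin (25 nM final, 5 min, 37C), then lysis buffer. AlphaScreen detection of phospho-ERK; activity normalized to basal and full-stimulation controls.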
# HADH2 inhib: inhibitors of human HADH2 dehydrogenase; recombinant HADH2, NADH fluorescence, beta-hydroxybutyryl-CoA; actives 3.4% (n = 73,000); Potency, µM (titrated, usually from 57.1 µM), without a hit: at the top dose activity change, negative = inhibition, most hits filed as inhibitors; Q99714; further: potency means the concentration at half of the fitted maximal effect; on the % scale 0 is the no-effect control and ±100 the full control effect; nearly all actives have a fitted effect of over 60% in size; many of its hits are not listed in these tables
# Target sequence (Q99714 whole entry, looked up, one chain of several): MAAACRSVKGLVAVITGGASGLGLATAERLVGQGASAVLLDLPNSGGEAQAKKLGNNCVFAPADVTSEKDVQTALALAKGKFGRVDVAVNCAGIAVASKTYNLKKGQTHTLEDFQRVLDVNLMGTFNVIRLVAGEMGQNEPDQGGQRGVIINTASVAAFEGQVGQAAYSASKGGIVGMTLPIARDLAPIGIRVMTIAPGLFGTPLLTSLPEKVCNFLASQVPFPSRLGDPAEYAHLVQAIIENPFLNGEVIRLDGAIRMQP
#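 E. coli-expressed His-tagged HADH2 tested at 20 nM in alkaline Tris buffer (pH 9.0); oxidation of 90 uM beta-hydroxybutyryl-CoA with 1 mM NAD+ tracked fluorimetrically for 4 min.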
# 15-hLO inh: 15-hLO (ALOX15) enzyme inhibition. Potency, µM (series often up to 57.1 µM), for inactives: top-dose activity change, negative = inhibition, actives largely listed as inhibitors. purified 15hLO-1, xylenol orange hydroperoxide absorbance. actives 1.4% (n = 74,000); further: potency means the concentration at half of the fitted maximal effect; on the % scale 0 is the no-effect control and ±100 the full control effect; nearly all actives have a fitted effect of over 55% in size
# Target sequence (P16050 whole entry, looked up): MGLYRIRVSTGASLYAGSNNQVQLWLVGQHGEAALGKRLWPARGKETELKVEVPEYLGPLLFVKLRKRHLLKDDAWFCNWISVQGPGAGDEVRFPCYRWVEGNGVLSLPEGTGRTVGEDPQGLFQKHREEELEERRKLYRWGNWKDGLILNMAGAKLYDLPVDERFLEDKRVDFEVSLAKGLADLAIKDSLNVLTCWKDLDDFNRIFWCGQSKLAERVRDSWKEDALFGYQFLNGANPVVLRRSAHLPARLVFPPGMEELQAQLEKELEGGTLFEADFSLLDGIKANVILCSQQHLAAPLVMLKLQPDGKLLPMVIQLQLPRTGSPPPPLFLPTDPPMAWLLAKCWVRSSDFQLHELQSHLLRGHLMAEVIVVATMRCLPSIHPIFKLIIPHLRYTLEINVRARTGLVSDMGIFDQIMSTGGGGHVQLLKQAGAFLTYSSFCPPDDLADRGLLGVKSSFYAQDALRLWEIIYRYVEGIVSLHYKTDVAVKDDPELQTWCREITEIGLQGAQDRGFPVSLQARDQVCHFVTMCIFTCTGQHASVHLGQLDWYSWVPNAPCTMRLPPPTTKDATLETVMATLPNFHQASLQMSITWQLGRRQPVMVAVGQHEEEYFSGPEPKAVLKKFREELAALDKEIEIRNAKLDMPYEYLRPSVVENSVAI
#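 Compounds were preincubated 15 min at room temperature with 40 nM purified human enzyme (25 mM Hepes pH 7.5, 0.01% Triton X-100); 50 uM arachidonic acid reacted 6 min. Fe-xylenol orange detection, 30 min, absorbance ratio 573/405 nm.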
# Tau filament bind: binders of human tau filaments; AID 596; P10636; actives 2% (n = 71,000); recombinant tau filaments, thioflavin S fluorescence, 15 h; filaments grown with octadecylsulfate alongside compound; Potency, µM (doses to about 57.1 µM), for the others: at the top dose activity change, negative = inhibition;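 further: potency means the concentration at half of the fitted maximal effect; on the % scale 0 is the no-effect control and ±100 the full control effect; actives lower thioflavin S fluorescence by blocking filaments or displacing dye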
#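 His-tagged recombinant human tau (exons 2, 3, 10; 1 uM final) fibrillized with 30 uM sodium octadecylsulfate, 15 h at 37 C, in pH 7.4 HEPES buffer with 10 uM thioflavine S and 5 mM DTT. Reduced ThS fluorescence (450/510 nm) marks activity.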
# DNA Pol III inh: DNA polymerase III holoenzyme inhibition; reconstituted DNA polymerase III holoenzyme replication, biochemical; Potency, µM (top dose mostly 57.1 µM), without a hit: at the top dose activity change, negative = inhibition; actives 0.25% (n = 71,000); AID 603; further: potency means the concentration at half of the fitted maximal effect; on the % scale 0 is the no-effect control and ±100 the full control effect
#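 Reconstituted *E. coli* holoenzyme (0.35 nM Pol III, 1 nM beta, 154 nM SSB, 2 nM primase) was preincubated with compound for 15 min at RT. Synthesis on 1.4 nM ssM13Gori ran 35 min, then was stopped with PicoGreen/EDTA and read as dsDNA fluorescence.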
# TexasRed autofl: compounds fluorescent in Texas Red spectral region. Compound fluorescence, Texas Red channel, 547/618 nm; hits give high values. max dye-equivalent concentration, M. actives 0.06% (n = 59,000); in the data active means max dye-equivalent concentration above about 10 nM; inconclusive means between about 1.1 nM and that limit
#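 Compound titrations in 100 mM Tris pH 8.0 were incubated 15 min at room temperature and read at 547 nm excitation / 618 nm emission. Texas Red six-point standard curve on each plate converted fluorescence to dye-equivalent concentration.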
# HBB splicing: modulators of hemoglobin beta chain splicing | HBB splicing reporter cell assay, activation; EGFP reporter with mutant IVS2-654 intron; response scale: normalised to 500 nM splice-correcting PNA | Potency, µM (doses to about 46.1 µM), for the others: top-dose activation, actives largely listed as activators | AID 925 | actives 0.06% (n = 65,000); further: potency means the concentration at half of the fitted maximal effect; 0% is about no effect
#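 Compounds were applied for 2 days to HeLa EGFP-654 cells, 500/well in Optimem with 2% FCS. The reporter's EGFP is disrupted by mis-splicing of beta-globin intron IVS2-654. Readout: summed well GFP fluorescence from 488 nm laser scanning; reference was 500 nM antisense […] 654 PNA.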
# Luciferase inh: firefly luciferase inhibition; actives 2.2% (n = 72,000); purified firefly luciferase, luminescence, 8 min; Potency, µM (series often up to 57.1 µM), without a hit: at the highest dose activity change, negative = inhibition, usual class: inhibitors; P08659; further: potency means the concentration at half of the fitted maximal effect; on the % scale 0 is the no-effect control and ±100 the full control effect; nearly all actives have a fitted effect of over 40% in size
#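 qHTS concentration-response profiling: light output of P. pyralis luciferase with luciferin and 10 uM ATP, imidazole buffer pH 7.2. Read by luminescence after 8-min room-temperature incubation.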
# CRE Fsk mod: CRE-bla signaling modulation under forskolin stimulation | actives 2.5% (n = 71,000) | AID 662 | CHO CRE-bla reporter (cAMP response element driving beta-lactamase), forskolin EC10, beta-lactamase ratio | Potency, µM (highest dose often 38.2 µM), inactives show at the highest dose activity change, negative = inhibition, most hits filed as activators; active means well fitted activation curve with a large enough effect in the signal ratio, with a control signal flat, not every such curve was filed as active; inconclusive means small, poorly fitted or top-dose-only effect, or effect the other way, or a change in a side signal; the % refers to the signal ratio; further: potency means the concentration at half of the fitted maximal effect; % of control where 0% means no effect
#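 Titrated compounds plus EC10 NKH 477 on CHO CRE-bla cells, 3 h, 37 °C. CCF4, 2 h RT. Ratio 460/530 nm → AC50.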
# Hsp90 Hop PPI: changes Hsp90-Hop TPR2A binding signal, up or down. AlphaScreen TPR2A-His6 binding biotin-Hsp90 C-terminal peptide. Potency, µM (highest dose often 57 µM), for the others: at the highest dose activity change, negative = inhibition. actives 0.44% (n = 71,000). AID 595; active means well fitted curve in either direction with a large enough effect; inconclusive means small, poorly fitted or top-dose-only effect, or another doubt; further: potency means the concentration at half of the fitted maximal effect; on the % scale 0 is the no-effect control and ±100 the full control effect; many of its hits are not listed in these tables
# An asterisk follows results filed as active; i = inactive; ? = inconclusive; . = not tested or not shown; [ ] = remark or other dose. Unless noted, the call rests on the fitted dose curve; in most records, active means well fitted curve in the direction sought with a large enough effect; inconclusive means small, poorly fitted or top-dose-only effect, or another doubt; inactive means no such curve, though single readings can be large; an effect the other way counts as inactive or inconclusive.
SMILES,Rhodamine autofl,ERK AVP inh,HADH2 inhib,15-hLO inh,Tau filament bind,DNA Pol III inh,TexasRed autofl,HBB splicing,Luciferase inh,CRE Fsk mod,Hsp90 Hop PPI
Cc1ccc(CC(CC(=O)O)C(=O)NC2CCCCC2)cc1 (stereo not given),.,-3%,-1%,2%,14%,0%,.,-3.1%,-5%,-1%,-2%
O=C(OCC(=O)N1CCN(C(=O)c2ccco2)CC1)c1cn(-c2ccccc2)nc1-c1ccccc1,i,14%,1%,-3%,23%,11%,i,1.1%[57.5 µM],-26%,6%,-6%
N#CCSc1nc2[nH]ncc2c(=O)n1-c1ccccc1Br,i,?,-19%,5%,4%,-4%,i,7.4%[0.369 µM],1%,?,-4%
CCOc1ccc2nc(NC(=O)c3ccoc3C)sc2c1,.,-24%,-13%[11.4 µM],4µM*,134%[11.4 µM],-5%[11.4 µM],.,-0.9%[0.0738 µM],1.6µM*,?,-14%[11 µM]
O=C(c1n[nH]c(=O)c2ccccc12)N1CCN(C2c3ccccc3-c3ccccc32)CC1,i,13%,2%,-25%,36%,-1%,i,-3.9%,-1%,?,-11%
COc1ccc(C2C(=O)N(C3CCCCC3)CC(=O)N2C2CCCC2)cc1 (stereo not given),i,-29%,7%,2%,12%,-9%,i,3.1%,5%,12%,-4%
CCN(CC)c1nc2n(c(=O)n1)CCN2CC,i,13%,7%,?,-1%,-2%,i,-6.1%,-1%,5%,0%
Cc1ccc(C(=O)Nc2ccc(S(=O)(=O)N3CCc4ccccc4C3)cc2)o1,i,-15%,-15%,-12%,87%,-1%,i,0.7%,1%,?,-3%
COc1ccccc1-c1cc(C(=O)Nc2c(F)cc(F)cc2Br)no1,i,3%,?,-10%,96%,0%,i,-1.3%,-7%,7%,11%
Cn1c(=O)c2c(nc(SCc3cc4c(cc3Cl)OCO4)n2C)n(C)c1=O,.,11%,4%,3%,9%,-4%,.,-3.5%,3%,2%,0%

# 3 entries picked at random from those above, as already listed:
SMILES,Rhodamine autofl,ERK AVP inh,HADH2 inhib,15-hLO inh,Tau filament bind,DNA Pol III inh,TexasRed autofl,HBB splicing,Luciferase inh,CRE Fsk mod,Hsp90 Hop PPI
O=C(c1n[nH]c(=O)c2ccccc12)N1CCN(C2c3ccccc3-c3ccccc32)CC1,i,13%,2%,-25%,36%,-1%,i,-3.9%,-1%,?,-11%
Cn1c(=O)c2c(nc(SCc3cc4c(cc3Cl)OCO4)n2C)n(C)c1=O,.,11%,4%,3%,9%,-4%,.,-3.5%,3%,2%,0%
CCN(CC)c1nc2n(c(=O)n1)CCN2CC,i,13%,7%,?,-1%,-2%,i,-6.1%,-1%,5%,0%

# Further compounds follow:
SMILES,Rhodamine autofl,ERK AVP inh,HADH2 inhib,15-hLO inh,Tau filament bind,DNA Pol III inh,TexasRed autofl,HBB splicing,Luciferase inh,CRE Fsk mod,Hsp90 Hop PPI
O=C(/C=C/Nc1ccc(F)c(Cl)c1)c1ccco1,i,?,-14%,25µM*,-10%,-10%,i,-0.8%,16µM*,0%,-10%
COc1ccc2c(c1)C=CC1(O2)N(CCO)c2ccccc2C1(C)C (stereo not given),i,0%,-7%,-23%,?,4%,?,0.9%[57.5 µM],-3%,?,-19%
COc1ccc(C(N)=O)cc1N,.,-11%,5%,3%,-7%,0%,.,0.4%,0%,0%,-2%
CC1=C(C(=O)OCc2ccccc2)C(c2ccccc2-c2ccccc2)NC(=O)N1CCCCCC(=O)O (stereo not given),.,-3%,8%,-5%,-19%,-2%,.,-0.4%,.,-10%,-2%
Nc1c(C(=O)CCC(=O)O)oc2ccc(Cl)cc12,.,4%,?,-6%,-12%,-6%,.,0.2%,-1%,7%,-1%
COC(=O)c1cccc(NC(=O)Cn2cnc3c2c(=O)n(C)c(=O)n3C)c1,i,8%,7%,-5%,4%,-1%,i,0.8%[57.5 µM],1%,?,-3%
Cc1nccn1CCc1nc(N)nc(N)n1,i,-5%,7%,4%,-7%,3%,i,0.3%,3%,1%,-2%
CCCS(=O)(=O)c1cn2cccc(N)c2c1S(=O)(=O)CCC,i,27%,?,?,89%,-3%,i,-0.4%,-3%,16%,-14%
COc1ccccc1OCc1nnc(SCC(=O)c2cc(Cl)ccc2OC)o1,i,32µM*,-6%,5%,136%,4%,?,0.0%[57.5 µM],4%,0%,10%
Cn1c(=O)c2[nH]c(N3CCOCC3)nc2n(-c2ccccc2)c1=O,i,-18%,-12%,3%,29%,3%,i,-2.1%[57.5 µM],3%,-5%,-2%

# Luciferase inh, what is marked active above.
smiles | Rhodamine autofl | HADH2 inhib | 15-hLO inh | Tau filament bind | DNA Pol III inh | TexasRed autofl | Luciferase inh | CRE Fsk mod | Hsp90 Hop PPI
CCOc1ccc2nc(NC(=O)c3ccoc3C)sc2c1 | . | -13%[11.4 µM] | 4µM* | 134%[11.4 µM] | -5%[11.4 µM] | . | 1.6µM* | ? | -14%[11 µM]
O=C(/C=C/Nc1ccc(F)c(Cl)c1)c1ccco1 | i | -14% | 25µM* | -10% | -10% | i | 16µM* | 0% | -10%

# Carrying on.
SMILES,Rhodamine autofl,ERK AVP inh,HADH2 inhib,15-hLO inh,Tau filament bind,DNA Pol III inh,TexasRed autofl,HBB splicing,Luciferase inh,CRE Fsk mod,Hsp90 Hop PPI
Nc1ccc(-c2nc3ccc(-c4nc5ccccc5o4)cc3[nH]2)cc1,i,16%,-29%,-3%,53%,-6%,i,-0.2%,-3%,13µM*,12%
CCC(=O)Nc1ccc(Nc2ccccc2)cc1,i,-11%,-9%,-2%,?,-4%,i,-0.1%,-9%,?,-5%
Cc1nnc(SCc2cc(=O)[nH]c(Nc3nc(C)c4ccccc4n3)n2)s1,i,5%,-3%,8%,8%,-5%,i,0.7%,-10%,?,-1%
CC(=O)NC12CC3CC(C)(C1)CC(NC(C)=O)(C3)C2,.,17%,11%[11.4 µM],6%[11.4 µM],7%[11.4 µM],1%[11.4 µM],.,-0.3%[0.0738 µM],1%,?,-7%[11 µM]
COc1ccc(NCc2cc3cc(OC)ccc3[nH]c2=O)cc1,i,?,13%,?,?,-8%,?,3.2%[0.369 µM],-12%,5%,-24%
COc1ccccc1-n1cc(C(=O)NCC(=O)N2CCN(c3ccccn3)CC2)c2ccccc2c1=O,i,11%,-18%,1%,-14%,-3%,i,-2.6%,6.3µM*,?,-3%
O=C1CC[C@](CCc2nc3ccccc3[nH]2)(c2ccccc2)C(=O)N1,i,15%[11.5 µM],9%[11.4 µM],-4%[11.4 µM],7%[11.4 µM],-10%[11.4 µM],i,4.9%[9.22 µM],0%[11.4 µM],-11%[7.6 µM],8%[11 µM]
Cc1ccc2c(c1)c1c(n2CC(O)CNC(CO)(CO)CO)CCCC1 (stereo not given),.,-14%,?,-7%,89%,1%,.,1.0%,-2%,-14%,-16%
COc1ccc(NC(=O)C2CC(=O)NC(Nc3cccc(C)c3)=N2)cc1 (stereo not given),i,-13%,6%,1%,-1%,3%,i,-0.6%,2%,-3%,-1%
COc1ccc(S(=O)(=O)N(C)CC(=O)N2CCOCC2)cc1,i,-2%,2%,12%,-2%,-2%,i,2.1%,3%,-3%,-1%
CCOc1cc(C)c(Cl)cc1S(=O)(=O)n1cnc2ccccc21,i,-21%,-2%,-6%,6%,-3%,i,-1.0%,1%,-3%,0%
O=C(CN1CCOCC1)Nc1ccc(Oc2ccc(NC(=O)CN3CCOCC3)cc2)cc1,i,-21%,-9%,?,28%,-6%,i,-1.4%,1%,?,?
Cc1cc(CNC(=O)[C@H](C)[C@@H]2C[C@@]2(C)[C@@H](NC(=O)OCc2ccccc2)c2ccccc2)nn1C,.,17%,5%,.,-7%,3%,.,2.4%,.,-18%,-6%
CC(=O)N1CCC2(CCCN(C(=O)Nc3cccc(C#N)c3)C2)CC1,i,27%,-2%,7%,9%,-3%,i,2.8%,1%[11.4 µM],-2%,-6%
N[C@](CC1c2ccccc2Oc2ccccc21)(C(=O)O)[C@@H]1C[C@@H]1C(=O)O,.,6%,7%,-24%[25.6 µM],?,-4%,.,.,1%,16%,1%
Nc1nc(CN2CCCCC2)cs1,i,15%,-8%,6%,-7%,4%,?,0.1%[57.5 µM],1%,-2%,-1%
CC(NC(=O)COc1ccccc1)C1COc2ccccc2O1 (stereo not given),i,-24%,4%,0%,-5%,6%,i,0.3%,1%,-5%,1%

# Screening results deposited in PubChem by National Center for Advancing Translational Sciences (NCATS).

# These rows are one share of the data; count on the stated rates, not on these rows.
